# T cell modulator = T cell immune modulators affecting CD8 T cell-vesicle binding | 2C CD8+ T cell-vesicle binding, flow cytometry; hits give low values | calls only at 7 µM | 330,000 compounds, 0.068% hits;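 active means response, share of CD8 T cells binding vesicles, and their 90th percentile fluorescence all below set limits, cut at about 80% in these data, passing the limit was not always enough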
#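 Read-out – percent CD8+ FL2 mean versus row control · System – murine 2C transgenic CD8+ T lymphocytes · Times – 1.5 h cell–vesicle binding at 37 °C, then 20 min icy labelling · Control set – naked vesicles low, QL9 vesicles with vehicle high · Detection – cytometric PE anti-B7-1 and Alexa647 anti-CD8 signals after 1% paraformaldehyde fixation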
# T cell modulator vesicle-bound % = second read-out of T cell modulator, no call of its own (marks repeat the call); double positive events, %; measured here: CD8+ vesicle-bound cell fraction;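 binding gate set so that unloaded-vesicle control wells show 10% double positive cells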
# Starred values were filed as active, the others as inactive; i = inactive.
SMILES,T cell modulator,T cell modulator vesicle-bound %
Cc1ccc(S(=O)(=O)N2CCN(C(=O)COC(=O)c3ccccc3Cl)CC2)c(C)c1,i,35
O=C(Nc1ccc(CN2CCOCC2)cc1)c1ccc(F)cc1,i,53
CSCCC(NS(=O)(=O)c1ccc2c(c1)OCCO2)C(=O)N(C)Cc1ccccc1F (stereo unspecified),i,38
CCOC(=O)C1CCN(C(=O)COC(=O)/C=C/c2cccc(OC)c2OC)CC1,i,34
COc1ccc(-c2c(-c3ccsc3)oc(=O)c3cc(OC)c(OC)cc23)cc1,i,24
CS(=O)(=O)N1CCN=C1SCc1cccc(F)c1,i,10
CCC1CCc2c(sc(NC(=O)c3cnccn3)c2C(N)=O)C1 (stereo unspecified),i,24
Cc1c(C)c2ccc(OCC(=O)NC3CCN(Cc4ccccc4)CC3)cc2oc1=O,i,32
Cn1c(=O)n(C)c2cc(S(=O)(=O)Nc3ccccc3C(=O)O)ccc21,i,60
Cc1c(C(C)CCCO)oc(=O)c2c1Oc1c(C)c(C(C)C[C@H](C)O)oc(=O)c1C2 (stereo partly specified),i,26
CCOc1ccccc1N1CCN(Cc2cc3c(cc2[N+](=O)[O-])OCO3)CC1,i,44
O=C1[C@H]2[C@@H](C3CC3)N3C(=O)CN(Cc4ccccn4)C(=O)[C@@]3(Cc3ccccc3)[C@H]2C(=O)N1c1ccccc1,i,18
Cc1cccc(Cn2nnc3ccccc32)c1O,i,10
C=CCn1c(SCC(=O)Nc2ccc(F)cc2F)nnc1-c1cnccn1,i,22
C=CCNC(=S)N1CCN(Cc2ccc3c(c2)OCO3)CC1,i,62
COc1ccc(NC(=O)CN(C)C(=O)c2cccc(S(=O)(=O)N3CC4(C)CC3CC(C)(C)C4)c2)cc1 (stereo unspecified),i,33
COCCn1c(SCC(=O)Nc2ccc(NC(C)=O)cc2)nc2c([nH]c3ccccc32)c1=O,i,7
O=C(/C=C/c1ccc([N+](=O)[O-])cc1)c1ccco1,i,40
COc1ccccc1OCCNC(=O)c1cccc(S(=O)(=O)NCc2ccccc2)c1,i,37
C/C(=N\NC(=O)c1cc(-c2ccc(Br)s2)[nH]n1)c1ccncc1,i,25
Cc1nc(SCC(=O)Nc2nccs2)c(C#N)c(C)c1C,i,52
COc1ccc(-c2cn(-c3ccccc3)nc2CO)cc1,i,14
Cc1ccccc1/C=C\c1nc(O)c([N+](=O)[O-])c(=O)[nH]1,i,26
Cc1ccc(-c2nc(-c3ccncc3)no2)cc1,i,43
O=C(CCn1ccc2cc(S(=O)(=O)N3CCCC3)ccc21)NCc1ccccc1,i,29
Cc1cc(OC(C)C(=O)N2CCN(c3ccc(F)cc3)CC2)c2c(C)cc(=O)oc2c1 (stereo unspecified),i,15
CC(C)(C)OC(=O)N[C@@H](C(=O)OC(C)(C)C)c1ccc2c(c1)OCO2,i,54
Cc1cc(O)c(Sc2ncn[nH]2)cc1NS(=O)(=O)c1ccc(Cl)cc1,i,22
O=C1CCC(C(=O)N2CCSCC2)CN1Cc1cccc(C(F)(F)F)c1 (stereo unspecified),i,5
Cc1ccc(N(CCC#N)C(=O)COC(=O)C2=COCCO2)cc1,i,55
CSc1ccccc1NC(=O)CN(C)C(=O)c1ccc(NC(=O)c2cccs2)cc1,i,46
COc1ccc(C2NC(=O)c3ccccc3N2)cc1 (stereo unspecified),i,14
Cn1cc(Cl)c(C(=O)Nc2nccs2)n1,i,19
COc1cc(CCC(=O)Nc2sccc2C#N)cc(OC)c1OC,i,35
CC(C)C(NC(=O)CN(c1ccc2c(c1)OCCO2)S(=O)(=O)c1ccccc1)C(C)C,i,29
Cc1cccc(CS(=O)(=O)Cc2ccc(C(=O)NC3CCCCC3)o2)c1,i,24
O=C(Nc1cccc(-n2cccn2)c1)C1CCCN(Cc2cccc(F)c2F)C1 (stereo unspecified),i,6
CC(=O)c1sc(NC(=O)C2CC(=O)N(Cc3ccco3)C2)nc1-c1ccccc1 (stereo unspecified),i,25
CC1CCN(C(=O)CSc2nc3ncccc3[nH]2)CC1,i,46
COc1ccc(CSc2nnc(-c3ccncc3)n2C)cc1F,i,60
CCOC(=O)c1c(C)[nH]c(C(=O)N(C)CC(=O)Nc2ccc(OC)cc2)c1C,i,6
C#CCOCCOCCOCCNc1nc(N2CCN(C(=O)CCCCCCCCCCNC(=O)Cn3cc(C[C@@H](C)O)nn3)CC2)nc(N2CCN(C(=O)CCCCCCCCCCNC(=O)Cn3cc(C[C@@H](C)O)nn3)CC2)n1,i,40
O=C(NCCCSc1ccccc1)c1cnc(Cl)c(Cl)c1,i,32
CCN(CC)C(=O)c1cn(-c2cccc(OC)c2)c(=O)c2ccccc12,i,23
Cc1cccc(CCN2C(N(C)C)=NC[C@@H]2C)c1,i,27
Cc1ccn(C(C)CC(=O)N2CCc3ccccc32)n1 (stereo unspecified),i,11
COc1ccc(N2CCN(C(=O)c3ccc(CS(=O)(=O)c4ccc(Br)cc4)o3)CC2)cc1,i,7
Cc1csc(=O)n1CC(=O)OC(C)C(=O)Nc1ccc(F)c(F)c1F (stereo unspecified),i,38
COc1ccccc1/C=C/c1onc(C)c1S(=O)(=O)N1CCC(C(=O)NC(C)C)CC1,i,18
Cc1cc(C)cc(C(=O)NCCC(=O)NCc2cc(=O)n(C)c(=O)n2C)c1,i,34
CCN(CC)S(=O)(=O)c1ccc(N2CC(C(=O)NCCc3ccc(Cl)cc3)CC2=O)cc1 (stereo unspecified),i,45
O=C(COC(=O)CNC(=O)c1ccc(Cl)c([N+](=O)[O-])c1)NNC(=O)c1ccccc1F,i,34
CCCN(C(=O)COC(=O)CC1CCCCC1)c1c(N)n(Cc2ccccc2)c(=O)[nH]c1=O,i,15
O=C(CCn1ccnc1)Nc1cc(Cl)ccc1O,i,44
COc1ccc(S(=O)(=O)N2CCc3ccccc32)cc1C(=O)N1CCOCC1,i,8
O=C(COC(=O)COc1cccc(C(F)(F)F)c1)NC1CCS(=O)(=O)C1 (stereo unspecified),i,48
O=C(NCCC(=O)N1CCN(Cc2c(F)cccc2Cl)CC1)c1ccc(Cl)cc1,i,37
CCOC(=O)c1ccccc1NC(=O)COC(=O)CCC1CCCC1,i,37
O=C(COC(=O)c1cccc(O)c1)Nc1nnc(-c2ccccc2)o1,i,28
O=C(COC(=O)c1ccc(O)cc1O)NNC(=O)c1cccs1,i,50

# For reference, part of the list above:
SMILES,T cell modulator,T cell modulator vesicle-bound %
O=C(NCCC(=O)N1CCN(Cc2c(F)cccc2Cl)CC1)c1ccc(Cl)cc1,i,37
CCOC(=O)c1ccccc1NC(=O)COC(=O)CCC1CCCC1,i,37
O=C(COC(=O)c1cccc(O)c1)Nc1nnc(-c2ccccc2)o1,i,28
O=C(COC(=O)c1ccc(O)cc1O)NNC(=O)c1cccs1,i,50

# Next section.
SMILES,T cell modulator,T cell modulator vesicle-bound %
O=C(Cc1c(F)cccc1Cl)Nc1ccccc1-c1ccccc1,i,48
CCc1ccc2nc(N(CCCN(C)C)C(=O)c3ccc(S(=O)(=O)N4CCCc5ccccc54)cc3)sc2c1,i,12
CN(C)S(=O)(=O)c1ccc(N2CCCC2)c(C(=O)NC2CCC(O)CC2)c1 (stereo unspecified),i,32
COc1cc(OC)cc(C(=O)NCC2CCCN(C(=O)c3csc(C(C)C)n3)C2)c1 (stereo unspecified),i,64
Cc1cc(=O)oc2cc(NC(=O)c3cccc(Br)c3)ccc12,i,45
Cc1cc(C)c(C)c(S(=O)(=O)NCC(=O)NCC2CCCCC2)c1C,i,22
O=C(CCN1CCCO1)N1CCCC(N2CCN(c3cccc(C(F)(F)F)c3)CC2)C1 (stereo unspecified),i,18
C[C@H](NC(=O)c1cc2cc(Cl)ccc2n1C)C(=O)N[C@@H](Cc1ccccc1)C(=O)O,i,58
COc1ccc(N2CCN(C(=O)c3ccc4[nH]c(C)c(C)c4c3)CC2)cc1,i,3
NC(=O)C1CCN(CCC(=O)Nc2ccc(F)c(F)c2)CC1,i,39
COc1ccccc1C(=O)NCCNC(=O)c1ccc(C)nc1,i,23
CC(C)(C)NC(=O)NC(=O)CN1C(=O)NC(c2ccccc2)(c2ccccc2)C1=O,i,32
Cn1ncc(Cl)c1C(=O)N1CCN(S(=O)(=O)c2ccc(Cl)s2)CC1,i,10
Cc1ccc(S(=O)(=O)N(C)c2ccc(C(=O)NCc3ccccc3F)cc2)cc1,i,18
COc1ccc(OCCOC(=O)CN2C(=O)NC3(CCCC3)C2=O)cc1,i,44
Cc1ccc(OCCC(=O)OCC(=O)Nc2ccc3[nH]c(=O)[nH]c3c2)cc1,i,21
Cc1cc(S(=O)(=O)Nc2ccc3cn[nH]c3c2)c(C)cc1Cl,i,20
COCCNC(=S)N(CCN(C)C)Cc1cc2cc3c(cc2[nH]c1=O)OCO3,i,55
CN(Cc1cnn(C)c1)C(=O)C1CCC(=O)N(Cc2cccc(F)c2)C1 (stereo unspecified),i,25
CCc1ccccc1NC(=O)c1ccccc1N1C(=O)C2C3C=CC(C3)C2C1=O (stereo unspecified),i,27
CCOCCCNC(=O)C1CC(=O)N(CCc2ccccc2)C1 (stereo unspecified),i,37
Cc1ccc(S(=O)(=O)NC(=O)NN2CC3CCCC3C2)cc1 (stereo unspecified),i,54
COc1ccc(CCNS(=O)(=O)c2ccc3c(c2)NC(=O)CCS3)cc1OC,i,29
COc1ccc(CNC(=O)Cn2cccc2C(=O)c2ccccc2C)cc1,i,46
Cc1cccc(-n2c(Cc3cc(=O)[nH]c(=O)[nH]3)nnc2SCC(=O)N2CCc3ccccc32)c1,i,31
CCc1ccc(Nc2n[n+](-c3ccccc3)c(-c3ccc(OC)c(Br)c3)s2)cc1,i,7
CN(Cc1ccc(Br)cc1)C(=O)CCN1C(=O)c2cccc([N+](=O)[O-])c2C1=O,i,51
CCOc1ccc(S(=O)(=O)N2CCN(Cc3ccco3)CC2)cc1,i,18
CCOC(=O)C1CCCN(C(=O)c2ccc(S(=O)(=O)Nc3ccccc3OC)cc2)C1 (stereo unspecified),i,46
Cc1ccnc(NS(=O)(=O)c2ccc(NC(=O)c3oc4ccc(F)cc4c3C)cc2)n1,i,25
CCOC(=O)c1cccc(NC(=O)c2ccc(NC(=O)C3CCCO3)cc2)c1 (stereo unspecified),i,40
COc1ccc(C2c3c(c(C)c(C)oc3=O)Oc3c(C)c(C)oc(=O)c32)cc1,i,29
O=C(c1[nH]nc2c1CCc1ccccc1-2)N1CCN(Cc2ccc3c(c2)OCO3)CC1,i,1
CN(C(=S)NC(=O)C12CC3CC(CC(C3)C1)C2)c1ccc(O)cc1,i,33
CCC(=O)c1ccc(Oc2nc3c(c(=O)n(C)c(=O)n3C)n2CC)cc1,i,50
Cc1ccnc(NS(=O)(=O)c2ccc(NC(=O)CN3C(=O)c4ccccc4S3(=O)=O)cc2)n1,i,57
O=C(CCNC(=O)c1ccccc1Cl)Nc1ccncc1,i,48
COc1cc([N+](=O)[O-])ccc1NC(=O)COC(=O)CCS(=O)(=O)c1ccc(C)cc1,i,52
Cc1cccc(C)c1NC(=O)NC1(C(=O)N2CCCC2)CCCCC1,i,22
C[C@H]1CN([C@@H](C)CO)C(=O)c2cccc(NC(=O)c3nc4ccccc4s3)c2O[C@H]1CN(C)C(=O)Nc1ccc(F)cc1,i,14
COc1cc(C2NC(=O)NC(C)=C2C(=O)OCC2CCCCC2)ccc1O (stereo unspecified),i,37
O=C(c1ccco1)N1CCC(c2nc3c(nnn3Cc3c(Cl)cccc3Cl)c(=O)[nH]2)CC1,i,25
C=CC[C@@H](CC(=O)NCCO)C(=O)N[C@@H](COC(=O)[C@@H](CC=C)Cc1ccc(F)cc1)Cc1ccccc1,i,2
CCOc1ccc(CC(=O)NCCc2cnc[nH]2)cc1,i,9
Cc1ccc(C)c(CN2C(=O)CSc3ccc(C(=O)NCC(C)CN4CCC(C)CC4)cc32)c1 (stereo unspecified),i,18

# Grouped by structure, the compounds so far containing a tert-butyl group (2)
SMILES,T cell modulator,T cell modulator vesicle-bound %
CC(C)(C)OC(=O)N[C@@H](C(=O)OC(C)(C)C)c1ccc2c(c1)OCO2,i,54
CC(C)(C)NC(=O)NC(=O)CN1C(=O)NC(c2ccccc2)(c2ccccc2)C1=O,i,32

# Given with bars between the fields: entries from further up.
Structure | T cell modulator | T cell modulator vesicle-bound %
COc1cc(C2NC(=O)NC(C)=C2C(=O)OCC2CCCCC2)ccc1O (stereo unspecified) | i | 37
O=C(c1ccco1)N1CCC(c2nc3c(nnn3Cc3c(Cl)cccc3Cl)c(=O)[nH]2)CC1 | i | 25
C=CC[C@@H](CC(=O)NCCO)C(=O)N[C@@H](COC(=O)[C@@H](CC=C)Cc1ccc(F)cc1)Cc1ccccc1 | i | 2

# (more compounds)
SMILES,T cell modulator,T cell modulator vesicle-bound %
Cn1ccc2cc(-c3csc(N4CCC(C(N)=O)CC4)n3)ccc21,i,4
COc1cccc(NS(=O)(=O)c2ccc(-c3coc(C)n3)cc2)c1,i,35
COc1ccc(/C=N/OCc2ccccc2C#N)c(OC)c1,i,30
CC(C)(C)OC(=O)C[C@H]1C/C=C\C[C@H](CC(=O)NCCO)C(=O)N[C@@H](Cc2ccccc2)COC1=O,i,11
C=CC[C@@H](CC(=O)N(CCO)Cc1ccccc1)C(=O)NCCOC(=O)[C@H](CC=C)CC(=O)OC(C)(C)C,i,20
CC(C)(C)OC(=O)N1CCC(C(=O)Nc2cccc(C(=O)N3CCOCC3)c2)CC1,i,56
COc1ccc(C(=O)Nc2cccc(S(=O)(=O)N(C)C)c2)cc1S(=O)(=O)N1CCOCC1,i,2
Cc1ccc(Cn2cc(C(=O)NN)c(=O)c3ccc(F)cc32)cc1,i,10

# Bioassay records as filed in PubChem BioAssay.

# Some of the compounds tested. The share of hits here may be higher or lower than overall.
